Assay outcomes deposited in PubChem BioAssay by several laboratories.
Vc quorum ag: inducers of Vibrio cholerae quorum light production without autoinducers, primary screen, BH1578 luxS cqsA deficient, single point; V. cholerae BH1578 lux reporter, luminescence, 6 h; activation, % at 18.7 µM; hit rate 0.16% among 350,000; in the data active = activation mostly above about 9.7%, no sharp cut-off; note: not every result past the cut was called active; inactives centre near 0; reference of the scale not given here
Mtb FBA inh: Mtb FBA enzyme inhibitors, primary screen, biochemical, fluorescence, strain H37Rv | Fructose-bisphosphate aldolase (Mycobacterium tuberculosis (strain ATCC 25618 / H37Rv)), … | purified M. tuberculosis FBA, fluorescence read-out | inhibition, % at 1 µM | hit rate 2.3% among 360,000 | AID 588726, 2011; in the data active = inhibition above about 27%;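 note: 0% = vehicle and 100% = reference inhibitor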
Target sequence (P9WQA3 whole entry, looked up): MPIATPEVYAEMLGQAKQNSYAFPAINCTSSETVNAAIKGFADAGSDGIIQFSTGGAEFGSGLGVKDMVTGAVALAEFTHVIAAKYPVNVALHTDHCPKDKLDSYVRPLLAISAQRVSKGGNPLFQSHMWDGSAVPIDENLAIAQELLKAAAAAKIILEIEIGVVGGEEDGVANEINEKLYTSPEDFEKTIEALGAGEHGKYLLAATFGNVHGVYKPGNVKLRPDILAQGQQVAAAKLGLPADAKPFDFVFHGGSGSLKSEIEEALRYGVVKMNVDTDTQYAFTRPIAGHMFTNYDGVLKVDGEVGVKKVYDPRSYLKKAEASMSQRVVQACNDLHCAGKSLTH
PriA SSB inh: inhibitors of Klebsiella pneumoniae PriA binding to SSB C-terminal tail, primary screen, biochemical, AlphaScreen; hit rate 0.6% among 430,000; PriA–SSB C-terminal tail interaction (Klebsiella pneumoniae); AlphaScreen SSBct-PriA binding, biotinylated peptide; inhibition, % at 33 µM; in the data active = inhibition mostly above about 37%, no sharp cut-off; inactive = mostly below about 20%;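 note: plate controls were negative control peptide for no effect and reference peptide for full effect; strong numbers were not always called active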
3CLpro inhibitor: SARS-CoV 3CLpro protease inhibitors, primary screen, biochemical, quenched FRET. recombinant SARS-CoV 3CLpro, quenched FRET peptide cleavage. inhibition, % at 6 µM. hit rate 0.14% among 290,000; in the data active = inhibition above about 12%
Mtb BioA inh: M. tuberculosis BioA enzyme inhibitors, primary screen, biochemical, plate reader, single point, HTS. AID 602481, 2012. purified M. tuberculosis BioA enzyme. hit rate 0.096% among 360,000. inhibition, % at 9.99 µM; in the data active = inhibition above about 40%
Rv3671c protease: Rv3671c serine protease inhibitors, primary screen, biochemical, fluorescence polarization, M. tuberculosis H37Rv | hit rate 0.048% among 320,000 | inhibition, % at 5.96 µM | P9WHR9 | AID 2606, 2010; in the data active = inhibition above about 38%;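 note: extracellular domain of Rv3671c used as enzyme; 0% = enzyme with DMSO and 100% = no enzyme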
Target sequence (P9WHR9 whole entry, looked up, the tested form may be a part): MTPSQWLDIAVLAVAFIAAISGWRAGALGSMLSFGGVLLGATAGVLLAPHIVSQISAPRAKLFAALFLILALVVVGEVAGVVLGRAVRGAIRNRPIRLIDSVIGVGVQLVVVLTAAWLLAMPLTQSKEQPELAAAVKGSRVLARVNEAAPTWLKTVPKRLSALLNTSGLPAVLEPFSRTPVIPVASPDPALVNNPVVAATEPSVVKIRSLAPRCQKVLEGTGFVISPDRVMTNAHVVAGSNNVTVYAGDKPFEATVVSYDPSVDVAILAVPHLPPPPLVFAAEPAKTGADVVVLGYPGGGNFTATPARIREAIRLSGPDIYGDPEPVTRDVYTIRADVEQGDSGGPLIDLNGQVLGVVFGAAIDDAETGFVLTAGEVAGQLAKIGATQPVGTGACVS
GDH-TPI inh: GDH-TPI coupling enzyme inhibitors, primary screen, artefact control for M. tuberculosis FBA inhibitor project, biochemical, absorbance, full deck | GDH-TPI coupled enzyme counterscreen, NADH absorbance | inhibition, % at 4.8 µM | hit rate 1.2% among 360,000 | AID 588335, 2011; in the data active = inhibition above about 30%;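 note: 0% = DMSO wells and 100% = wells lacking the enzyme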
UGM FP inh: M. tuberculosis UGM enzyme inhibitors, primary screen, biochemical, fluorescence polarization, single point | UDP-galactopyranose mutase (Mycobacterium tuberculosis (strain ATCC 25618 / H37Rv)), … | purified UGM, fluorescence polarization probe displacement | inhibition, % at 10 µM | hit rate 0.06% among 320,000; in the data active = inhibition above about 10%, passing the limit was not always enough
MazF activator: activators of E. coli MazEF toxin-antitoxin RNase, primary screen, biochemical, fluorescence, uHTS; Endoribonuclease toxin MazF (Escherichia coli (strain K12)), P0AE70; FAM/BHQ RNA-DNA oligo cleavage fluorescence, 5 h; activation, % at 20 µM; hit rate 0.32% among 350,000; AID 504720, 2011; in the data active = activation above about 50%
Target sequence (P0AE70 whole entry, looked up): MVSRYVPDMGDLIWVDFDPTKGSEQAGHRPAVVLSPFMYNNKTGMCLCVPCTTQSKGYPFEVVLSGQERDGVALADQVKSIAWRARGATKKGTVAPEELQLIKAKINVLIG
VHR inh abs: VHR1 phosphatase inhibitors, primary screen, biochemical, absorbance, uHTS; hit rate 0.52% among 290,000; inhibition, % at 13.3 µM; recombinant VHR phosphatase, pNPP absorbance; in the data active = inhibition above about 50%; note: some compounds called inactive have numbers as strong as hits
Target sequence (P51452 whole entry, looked up): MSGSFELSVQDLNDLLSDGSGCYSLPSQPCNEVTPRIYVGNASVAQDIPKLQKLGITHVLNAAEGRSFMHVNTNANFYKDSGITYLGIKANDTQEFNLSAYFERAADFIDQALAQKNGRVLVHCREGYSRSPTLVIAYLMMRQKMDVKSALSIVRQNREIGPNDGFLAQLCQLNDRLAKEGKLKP
* marks the source's active call; other numbers are inactive results; i = inactive; . = not tested or not shown; & = joins results of further samples.

Keys – A = Vc quorum ag; B = Mtb FBA inh; C = PriA SSB inh; D = 3CLpro inhibitor; E = Mtb BioA inh; F = Rv3671c protease; G = GDH-TPI inh; H = UGM FP inh; I = MazF activator; J = VHR inh abs
> CC(=O)Nc1cccc(C(=O)N2CCN(S(=O)(=O)c3ccc4ccccc4c3)CC2)c1
  A: 1.5; B: 1; C: -8; D: -1; E: 2.0; F: -6; G: 4; H: -0.1; I: 4; J: 6
> CCN(C[C@H]1N[C@@](CC)(C(=O)OC)[C@H]2C(=O)N(C)C(=O)[C@@H]12)S(=O)(=O)c1ccccc1
  A: i; B: 4; C: -24; D: .; E: -1.6; F: -6; G: 9; H: .; I: 6; J: .
> CC(=O)c1ccc(OCC(=O)c2ccc(-c3ccccc3)cc2)cc1
  A: -0.2; B: -1; C: 8; D: 3; E: .; F: -5; G: 4; H: -2.2; I: -6; J: 3
> CCc1noc(C)c1C(=O)OC(C)C(=O)Nc1cc([N+](=O)[O-])ccc1OC (configuration not stated)
  A: i; B: 1; C: 1; D: .; E: .; F: 1; G: 3; H: 0.2; I: 0; J: .
> CC(C)=NNc1nc2c(c(=O)n(C)c(=O)n2C)n1C
  A: -0.4; B: 4; C: -1; D: 3; E: 0.7; F: -6; G: 15; H: 1.6; I: 7; J: 5
> COC(=O)c1cc(OC)c(OC)c(OC)c1[N+](=O)[O-]
  A: i; B: 1; C: -4; D: 0; E: 0.3; F: -1; G: 0; H: 2.6; I: 6; J: 19
> COc1ccc2noc3c2c1C(=O)c1ccccc1-3
  A: -0.7; B: -11; C: 36; D: .; E: -21; F: 6; G: 3; H: 84*; I: .; J: .
> O=C(NNC(=O)C1CCN(c2ncccn2)CC1)c1ccc(F)cc1
  A: -0.5; B: 3; C: 3; D: 1; E: -1.1; F: 4; G: -6; H: 2.0; I: 11; J: 17
> O=C(O)COc1ccc(/C=N/NC(=O)c2ccc(-c3csc(Nc4ccc(Cl)cc4)n3)cc2)cc1
  A: -0.4; B: 1; C: i; D: 0; E: 0.5; F: .; G: 15; H: .; I: -30; J: .
> Cc1ccccc1C(=O)NCC(=O)NNC(=O)c1cccc(Cl)c1
  A: -0.3; B: -1; C: -1; D: .; E: -1.0; F: -1; G: -3; H: 0.5; I: 3; J: .
> COc1cc(OC)c(-c2noc(C(=O)OC(C)(C)C)c2C(=O)OC(C)(C)C)c(OC)c1
  A: i; B: -2; C: -7; D: 0; E: .; F: -8; G: -5; H: 0.9; I: 2; J: 8
> Cc1cccc(N2CCN(S(=O)(=O)c3cn(C)cn3)CC2)c1C
  A: -0.2; B: 2; C: -8; D: -13; E: -0.8; F: -4; G: 14; H: -2.2; I: 7; J: 20
> COc1nc(-c2ccccc2)cc(-c2ccc3c(c2)OCO3)c1C#N
  A: -0.3; B: -2; C: -7; D: -4; E: .; F: 12; G: 0; H: 0.0; I: -22; J: -18
> COc1ccc([N+](=O)[O-])cc1NC(=S)NC(=O)C(C)(C)C
  A: i; B: -2; C: 9; D: 7; E: -0.2; F: 0; G: 4; H: 0.5; I: 14; J: 12
> CCOC(=O)c1c(NC(=O)COC(=O)Cn2c(C(F)(F)F)nc3ccccc32)sc(C)c1C
  A: 0.6; B: -3; C: -6; D: 0; E: .; F: -3; G: -7; H: -1.4; I: -4; J: 26
> CCOC(=O)c1c(C)nc2sc(C(N)=O)c(N)c2c1-c1ccccc1
  A: .; B: 8; C: -15; D: 2; E: -1.2; F: -5; G: 11; H: 2.4; I: 1; J: -9
> CC(=O)Nc1ccc(S(=O)(=O)NC(CC(=O)N(C)Cc2ccccc2)C(C)C)cc1 (configuration not stated)
  A: i; B: 3; C: 0; D: 3; E: -0.7; F: -8; G: 1; H: -0.3; I: 6; J: 22
> COc1cccc(-n2c(SC3CCOC3=O)nc3ccccc3c2=O)c1 (configuration not stated)
  A: i; B: -1; C: 0; D: 4; E: 9.2; F: 2; G: 5; H: 2.1; I: 0; J: 0
> CCc1nc2ccc(C(=O)NCCCn3ccnc3)cn2c1N(C)Cc1ccc(N(C)C)cc1
  A: -0.3; B: 3; C: .; D: .; E: -3.9; F: .; G: -6; H: .; I: .; J: .
> CCOc1ccc(NCc2ccccc2OCc2cccc(F)c2)cc1
  A: -0.2; B: 0; C: -2; D: -1; E: .; F: 4; G: 11; H: -3.2; I: 5; J: 7
> COc1ccc(C(CNC(=O)COc2ccc([N+](=O)[O-])cc2)N2CCCCC2)cc1 (configuration not stated)
  A: -2.1; B: -1; C: -4; D: -4; E: 0.1; F: 3; G: 14; H: 2.4; I: 10; J: 0
> CCOc1ccccc1C(=O)OCC(=O)Nc1cc(S(=O)(=O)N2CCOCC2)ccc1C
  A: i; B: -1; C: 1; D: .; E: -0.6; F: -2; G: -1; H: .; I: 1; J: .
> Cc1nc2sccn2c(=O)c1S(=O)(=O)Nc1ccc(N2CCN(C(=O)C(C)C)CC2)cc1
  A: -0.1; B: 4; C: 0; D: 6; E: -0.2; F: 7; G: 12; H: 0.4; I: 10; J: 31
> CCN(CC)S(=O)(=O)c1ccc(Cl)c(NC(=O)COC(=O)/C=C/c2ccc(O)c(OC)c2)c1
  A: i; B: 4; C: 7; D: 2; E: -0.7; F: -15; G: 20; H: -1.4; I: 2; J: 11
> C/C(CC1CC(COCC(C)C)OC1=O)=N\Nc1nc(-c2ccccc2)cs1 (configuration not stated)
  A: i; B: 3; C: .; D: 4; E: -1.1; F: 7; G: -1; H: -2.8; I: 4; J: 9
> CC1=C(C#N)C(Nc2ccc(C)cn2)(C(F)(F)F)C(=O)N1 (configuration not stated)
  A: .; B: 2; C: -6; D: 0; E: -1.4; F: -4; G: -2; H: 4.0; I: -3; J: 19
> CCCCS(=O)(=O)NC(=O)C1(C)CCN1C(=O)C/C=C/c1ccccc1 (configuration not stated)
  A: -0.3; B: 4; C: .; D: .; E: -4.0; F: .; G: -7; H: .; I: .; J: .
> c1coc(Cn2nnnc2CN2CCN(C3CCCC3)CC2)c1
  A: -5.0; B: -2; C: -12; D: -3; E: -0.5; F: 3; G: 8; H: 1.4; I: 102*; J: 12
> CC(=O)c1cccc(NC(=O)Nc2c(C)nn(C)c2C)c1
  A: i; B: -3; C: -7; D: -4; E: -0.3; F: -3; G: -2; H: -0.1; I: -1; J: 6
> COc1cccc(NC(=O)Cc2c(C(=O)O)[nH]c3ccccc23)c1
  A: -1.6; B: -1; C: -3; D: 5; E: 0.0; F: -12; G: 1; H: 1.1; I: 9; J: 20

Rewritten in CSV form: entries from further up
molecule,Vc quorum ag,Mtb FBA inh,PriA SSB inh,3CLpro inhibitor,Mtb BioA inh,Rv3671c protease,GDH-TPI inh,UGM FP inh,MazF activator,VHR inh abs
COc1ccc(C(CNC(=O)COc2ccc([N+](=O)[O-])cc2)N2CCCCC2)cc1 (configuration not stated),-2.1,-1,-4,-4,0.1,3,14,2.4,10,0
CCOc1ccccc1C(=O)OCC(=O)Nc1cc(S(=O)(=O)N2CCOCC2)ccc1C,i,-1,1,.,-0.6,-2,-1,.,1,.
Cc1nc2sccn2c(=O)c1S(=O)(=O)Nc1ccc(N2CCN(C(=O)C(C)C)CC2)cc1,-0.1,4,0,6,-0.2,7,12,0.4,10,31
CCN(CC)S(=O)(=O)c1ccc(Cl)c(NC(=O)COC(=O)/C=C/c2ccc(O)c(OC)c2)c1,i,4,7,2,-0.7,-15,20,-1.4,2,11
C/C(CC1CC(COCC(C)C)OC1=O)=N\Nc1nc(-c2ccccc2)cs1 (configuration not stated),i,3,.,4,-1.1,7,-1,-2.8,4,9
CC1=C(C#N)C(Nc2ccc(C)cn2)(C(F)(F)F)C(=O)N1 (configuration not stated),.,2,-6,0,-1.4,-4,-2,4.0,-3,19
CCCCS(=O)(=O)NC(=O)C1(C)CCN1C(=O)C/C=C/c1ccccc1 (configuration not stated),-0.3,4,.,.,-4.0,.,-7,.,.,.
c1coc(Cn2nnnc2CN2CCN(C3CCCC3)CC2)c1,-5.0,-2,-12,-3,-0.5,3,8,1.4,102*,12
CC(=O)c1cccc(NC(=O)Nc2c(C)nn(C)c2C)c1,i,-3,-7,-4,-0.3,-3,-2,-0.1,-1,6
COc1cccc(NC(=O)Cc2c(C(=O)O)[nH]c3ccccc23)c1,-1.6,-1,-3,5,0.0,-12,1,1.1,9,20

Continuation.
Keys – A = Vc quorum ag; B = Mtb FBA inh; C = PriA SSB inh; D = 3CLpro inhibitor; E = Mtb BioA inh; F = Rv3671c protease; G = GDH-TPI inh; H = UGM FP inh; I = MazF activator; J = VHR inh abs
> O=C(CN1CCCCC1)Nc1ccc(Br)cc1C(=O)c1ccccc1Cl
  A: -0.3; B: 0; C: -16; D: 2; E: .; F: 5; G: 1; H: 0.3; I: 3; J: -3
> C[C@@H]1CN([C@H](C)CO)C(=O)c2cc(NC(=O)Nc3ccc(C(F)(F)F)cc3)ccc2O[C@H]1CN(C)C(=O)Nc1ccc(F)cc1
  A: 1.9; B: -1; C: -5; D: .; E: -7.2&-1.2; F: .; G: 0; H: .; I: -6; J: .
> COc1ccc(C(NC(=O)/C=C/c2ccco2)c2ccc(OC)c(OC)c2)cc1OC
  A: -0.7; B: -1; C: 2; D: -3; E: .; F: -5; G: -1; H: -0.5; I: 4; J: 33
> COc1ccc(CCNC(=O)C2CCC(CNc3c(N4CCCC4)c(=O)c3=O)CC2)cc1OC (configuration not stated)
  A: -0.3; B: -4; C: 0; D: -1; E: .; F: 2; G: 8; H: -1.7; I: -3; J: 4
> C=CCN(Cc1cccs1)C(=O)COc1ccc2c(c1)OCO2
  A: -0.6; B: 1; C: 2; D: .; E: 0.0; F: 3; G: -22; H: -1.0; I: -1; J: .
> CCOC(=O)c1cn2nc(OP(=S)(OCC)OCC)cc2nc1C
  A: 7.1; B: 1; C: -22; D: 2; E: -0.1; F: 4; G: 5; H: 2.0; I: -2; J: 6
> CC1(C(=O)Nc2ccc(F)c(Cl)c2)Cc2c(-c3ccccc3)ccnc2O1 (configuration not stated)
  A: -0.3; B: 1; C: .; D: .; E: -1.0; F: .; G: 6; H: .; I: .; J: .
> CC(C)CCC(C)NC(=O)CN1C(=O)NC(C)(c2ccc3ccccc3c2)C1=O (configuration not stated)
  A: -0.5; B: -1; C: -10; D: 7; E: -0.4; F: -8; G: 0; H: 0.7; I: -1; J: -6
> CCCCC(=O)c1ccc(OC(=O)c2ccc([N+](=O)[O-])cc2)cc1
  A: i; B: 0; C: 6; D: .; E: -1.1; F: .; G: 2; H: .; I: -1; J: .
> O=C(Nc1ccc(Oc2ccc(NC(=O)Nc3ccccc3Cl)cc2)cc1)Nc1ccccc1Cl
  A: -0.6; B: 2; C: -7; D: 2; E: -0.1; F: -9; G: 2; H: 2.1; I: -11; J: 14
> CCOc1cccc2sc(N(CCCN(C)C)C(=O)c3ccc(S(=O)(=O)N(C)CC4CCCO4)cc3)nc12 (configuration not stated)
  A: i; B: -1; C: 3&8; D: -2; E: -1.3; F: -6; G: 1; H: -1.5; I: 9; J: 16
> COc1ccccc1CNC(=O)C(NC(=O)Nc1ccccc1)C(C)C (configuration not stated)
  A: -1.2; B: 0; C: -4; D: 3; E: -3.4; F: 2; G: 5; H: -1.2; I: -1; J: -8
> COc1ccc(C(=O)Nc2nc(OCC(F)(F)F)cnc2/C=C\c2ccccc2)c(OC)c1
  A: i; B: 1; C: .; D: .; E: -2.1; F: .; G: 4; H: .; I: .; J: .

Only part of the results is shown; the hit share may differ from the screen's.
